Screening data: PubChem, several laboratories
Bim-Mcl-1: human Bim-Mcl-1 interaction inhibition. inhibition, % at 10 µM. Q07820. hit rate 0.1% among 190,000. Bead-based flow cytometry, Bim peptide-Mcl-1 binding. AID 1009;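 also: 0% = no compound tracer wells and 100% = peptide blocker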
Target sequence (Q07820 whole entry, looked up): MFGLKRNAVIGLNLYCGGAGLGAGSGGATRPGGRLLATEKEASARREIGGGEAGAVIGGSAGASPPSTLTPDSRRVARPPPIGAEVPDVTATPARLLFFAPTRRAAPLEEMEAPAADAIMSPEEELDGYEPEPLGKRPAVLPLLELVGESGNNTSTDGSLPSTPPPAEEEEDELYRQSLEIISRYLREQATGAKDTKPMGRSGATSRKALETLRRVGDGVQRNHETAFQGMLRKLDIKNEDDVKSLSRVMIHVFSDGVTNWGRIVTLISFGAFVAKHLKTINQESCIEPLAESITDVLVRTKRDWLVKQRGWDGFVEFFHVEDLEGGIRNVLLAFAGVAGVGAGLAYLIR
Mcl1 Bid PPI: Mcl-1/Bid interaction inhibition; TR-FRET Mcl-1/Bid-Dy647 peptide binding, 1536-well; AID 1021; hit rate 0.97% among 220,000; Q07820; inhibition, % at 21.7 µM;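 active = compounds that cut the binding signal by more than half at the single screening dose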;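 also: His-tagged Mcl-1 with europium anti-His antibody binding Bid BH3 peptide; 0% = Mcl-1 plus peptide wells and 100% = peptide-only wells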
Bcl-XL Bim block: disrupts Bim peptide binding to human Bcl-XL; hit rate 0.04% among 190,000; bead flow cytometry, fluorescence; inhibition, % at 10 µM; Q07817
Target sequence (Q07817 whole entry, looked up): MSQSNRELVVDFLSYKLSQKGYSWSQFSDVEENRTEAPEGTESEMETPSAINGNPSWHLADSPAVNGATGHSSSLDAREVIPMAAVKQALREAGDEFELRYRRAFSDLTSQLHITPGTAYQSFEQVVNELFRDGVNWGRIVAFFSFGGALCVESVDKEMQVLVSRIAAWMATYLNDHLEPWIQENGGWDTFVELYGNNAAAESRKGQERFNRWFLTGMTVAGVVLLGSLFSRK
Bcl-2 Bim block: human Bim-Bcl-2 interaction inhibition; P10415; Bead-based flow cytometry, Bim peptide-Bcl-2 binding; inhibition, % at 10 µM; hit rate 0.06% among 190,000; AID 950; in the data active = inhibition above about 40%; inconclusive = no clear call, values can overlap the other calls;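 also: 0% = no compound wells with probe peptide and 100% = reference peptide inhibitor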
Bfl-1 Bim block: disrupts Bim binding to human Bfl-1 | hit rate 0.12% among 190,000 | Bead-based flow cytometry, Bim-Bfl-1 binding inhibition | Q16548 | inhibition, % at 10 µM | AID 1008;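 also: 0% = wells without compound plus tracer and 100% = blocker peptide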
Bcl-W Bim block: inhibitors of Bim-Bcl-W interaction, human | Q92843 | bead-based flow cytometry, Bim peptide-Bcl-W binding | inhibition, % at 10 µM | hit rate 0.02% among 190,000 | AID 952;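 also: 0% = bound tracer without compound and 100% = peptide blocker; higher means less fluorescent Bim peptide bound to Bcl-W beads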
Target sequence (Q92843 whole entry, looked up): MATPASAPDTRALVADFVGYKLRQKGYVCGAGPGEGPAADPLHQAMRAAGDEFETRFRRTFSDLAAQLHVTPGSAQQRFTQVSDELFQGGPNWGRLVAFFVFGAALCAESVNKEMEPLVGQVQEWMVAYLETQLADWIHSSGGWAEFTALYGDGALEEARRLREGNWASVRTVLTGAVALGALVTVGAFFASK
RGS7-Gao reg: human RGS7-Galphao interaction regulation. AID 1439. Multiplexed bead flow cytometry, RGS7-Galphao binding; actives lie on both sides. hit rate 0.35% among 220,000. binding response (% of control), % at 10 µM; in the data active = binding response below about 49% or above about 150%; inconclusive = no clear call, values can overlap the other calls; inactive = in between;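 also: fluorescent Galphao held in activated GDP-AlF4 state binding bead-coupled RGS7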
RGS4-Gao reg: modulates binding of RGS4 to human Galphao; P09471; Multiplexed bead flow cytometry; actives lie on both sides; binding response (% of control), % at 10 µM; hit rate 0.33% among 220,000; AID 1415; in the data active = binding response below about 49% or above about 150%; inactive = in between;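 also: fluorescent Galphao activated with aluminum fluoride binding bead-coupled RGS4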
RGS8-Gao: modulates binding of RGS8 to human Galphao. P09471. response (percent of control binding), % at 10 µM. hit rate 0.34% among 220,000. multiplexed bead flow cytometry; actives lie on both sides; in the data active = response below about 60% or above about 140%; inactive = in between;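 also: Galphao activated as the GDP aluminium fluoride complex binding bead-coupled RGS8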
Bcl-B Bim block: inhibitors of Bim-Bcl-B interaction, human. Q9HD36. bead-based flow cytometry, Bim peptide-Bcl-B binding. inhibition, % at 10 µM. hit rate 0.073% among 190,000. AID 951;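 also: 0% = tracer peptide without compound and 100% = reference inhibitor peptide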
Target sequence (Q9HD36 whole entry, looked up): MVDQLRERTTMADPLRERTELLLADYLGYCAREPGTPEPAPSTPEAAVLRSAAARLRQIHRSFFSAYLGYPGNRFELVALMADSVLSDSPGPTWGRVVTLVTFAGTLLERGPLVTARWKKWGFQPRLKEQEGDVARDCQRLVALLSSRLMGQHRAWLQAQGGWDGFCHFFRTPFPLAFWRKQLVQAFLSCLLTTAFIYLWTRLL
Mcl1-Noxa inh: Mcl-1/Noxa interaction inhibition. Q07820. hit rate 1.5% among 220,000. AID 1022. inhibition, % at 21.7 µM. TR-FRET Mcl-1/Noxa peptide binding, 2 h;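 active = compounds that cut the protein-peptide binding signal by more than 50% relative to plate controls in a single-dose test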;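 also: His-tagged Mcl-1 with rhodamine Noxa BH3 peptide and terbium anti-His antibody; 0% = Mcl-1 plus Noxa peptide wells and 100% = peptide-only wells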
* marks the source's active call; other numbers are inactive results; ? = inconclusive; · = not tested or not shown. Rule as the data show it, unless noted: active = inhibition above about 40%. Compounds as they come. Share with any hit: about 2.7%.

SMILES	Bim-Mcl-1	Mcl1 Bid PPI	Bcl-XL Bim block	Bcl-2 Bim block	Bfl-1 Bim block	Bcl-W Bim block	RGS7-Gao reg	RGS4-Gao reg	RGS8-Gao	Bcl-B Bim block	Mcl1-Noxa inh
O=C(NCCCN1CCOCC1)c1cc2c(=O)[nH]c3ccccc3c2s1	-3	-14	-10	-11	-20	-2	101	104	101	-4	11
CSc1cccc(NC(=O)CN2C(=O)c3ccccc3S2(=O)=O)c1	-2	-29	-5	-8	-11	1	112	106	106	-6	11
Cc1nnc(SCc2cccc3ccccc23)n(N)c1=O	-9	-4	-12	-1	-5	-6	92	89	92	-6	-10
COc1cc(/C=N/S(=O)(=O)CCc2ccccc2)ccc1O	0	-21	-3	-2	-13	-3	97	97	96	-9	6
O=C(c1ccc2c3n(nc2c1)-c1ccccc1CO3)N1CCCCC1	·	-47	·	·	·	·	?	112	108	·	0
Cc1nc(NC(C)C)c2oc3ccccc3c2n1	0	29	0	-7	-9	3	100	99	100	-5	37
NC1=NC(=O)/C(=C\c2cc([N+](=O)[O-])ccc2Cl)S1	0	-5	-1	-1	-4	-1	?	100	101	-1	13
Cc1ccc(C(=O)OCc2nnc(-c3ccccc3)o2)o1	-4	-16	-5	-6	-14	-6	100	99	101	-11	10
COc1ccc(NS(=O)(=O)c2ccc(NC(=S)NC(=O)C(C)C)cc2)cc1	0	-16	-2	0	-8	0	97	106	103	-4	12
CC(=O)Nc1ccc(S(=O)(=O)N2CCN(C3CCCCCCC3)CC2)cc1	1	-4	2	2	1	1	93	100	98	3	13
CC1CCCN(c2ccc(C(=O)Nc3cccnc3)cc2[N+](=O)[O-])C1 (centres undefined)	0	8	0	1	7	-2	?	98	101	5	14
Cc1noc(C)c1-c1nc(CS(=O)(=O)c2ccc(F)cc2)no1	·	-5	·	·	·	·	?	101	101	·	5
CCC(C(=O)Nc1ccc(C)cc1)c1ccccc1 (centres undefined)	0	-18	0	-2	-5	-1	99	107	102	-2	-9
CCOc1ccc(NC(=O)c2ccc(NC(=O)Cc3n[nH]c(=O)c4ccccc34)cc2)cc1	·	-3	·	·	·	·	?	102	101	·	-17
COc1ccc(C(=O)NCc2nnc(SCC(=O)Nc3ccccc3OC)n2C)cc1	0	-21	-4	-4	-3	-5	?	99	99	-2	6
O=C(NCc1ccccc1)c1cc2nc(C3CC3)cc(C(F)(F)F)n2n1	3	0	0	-3	-12	1	102	101	105	0	20
COc1ccc(Cc2nnc(N/N=C(\C)c3ccccc3)[nH]c2=O)cc1OC	·	-10	·	·	·	·	?	101	102	·	-26
O=C(COC(=O)Cc1ccc(Cl)cc1Cl)NCCC1=CCCCC1	-3	-14	-3	-3	-4	0	94	98	87	-3	12
O=C(N/N=C/c1c(O)n(-c2ccc(Cl)cn2)c(=O)c2ccccc12)C1CC1	-1	-124	-5	-9	-9	-5	102	102	105	-8	-51
O=C(O)c1cc(Br)ccc1NN=C1CCCCC1	-7	-4	-9	-5	-7	-6	99	100	101	-4	26
Cc1cccc(Nc2nc(N)nc(CCl)n2)c1C	·	-16	·	·	·	·	?	105	98	·	13
Fc1ccc(NC(=S)Nc2cccnc2)cc1	0	-75	-5	-5	-3	-1	103	98	101	-7	15
COC(=O)C1=C(C)NC(=S)NC1c1ccco1 (centres undefined)	0	-48	0	0	0	-3	98	101	98	-7	-13
COc1cc(-c2nc3ccc4ccccc4c3c3c2CCC3)cc(OC)c1O	0	0	-3	0	0	-1	97	99	99	-1	47
O=C(COc1ccc(Cl)cc1Cl)Nc1ccc2nc3n(c(=O)c2c1)CCCC3	-1	1	0	-4	-3	-3	99	95	93	0	-12
COc1ccc2c(c1)cc(C(=O)O)n2C	-3	-25	-1	-1	0	-1	104	104	103	-1	8
CCCCCOc1ccc(NS(C)(=O)=O)cc1	1	-12	0	-1	1	1	93	98	103	1	-7
CCOc1ccc(C2CC(c3c(O)c4ccccc4oc3=O)=NN2c2ccccc2)cc1OC (centres undefined)	0	-45	1	1	-2	0	105	105	103	-7	12
CC1=NOC(=O)/C1=C\c1ccc(-c2cccc(Cl)c2)o1	-5	-1	-1	3	2	3	95	92	75	6	12
COc1cnc(N(C)C)nc1Sc1cccc(Cl)c1	-2	-25	-1	1	1	0	97	102	100	-4	9
O=C(NC1CCCCCCC1)C1CCN(S(=O)(=O)N2CCC3(CC2)OCCO3)CC1	-2	-7	0	-1	-4	-2	102	103	102	-2	-22
CCn1c(CN2CCN(Cc3ccc(C)cc3)C(CCO)C2)nc2ccccc21 (centres undefined)	0	-61	-4	-1	-6	-3	113	110	105	-4	10
O=C(CCCCC(=O)N1CCOCCOCCOCC1)OCc1ccccc1	·	6	·	·	·	·	?	90	96	·	3
CC(C)C(C)NC(=O)COc1ccc(Sc2ccc(OCC(=O)NC(C)C(C)C)cc2)cc1 (centres undefined)	1	-49	0	4	7	1	92	97	106	0	15
CC1CCc2nc(N)c(C#N)c(-c3cccnc3)c2C1 (centres undefined)	-2	-6	-7	-4	0	-8	100	99	100	-5	11
CC1(C)CC(=O)C(C=NCCN2CCN(C(=O)CCl)CC2)=C(O)C1	·	-25	·	·	·	·	?	101	101	·	10
O=C(/C=C/c1ccc2c(c1)OCO2)N1CCN(c2n[nH]c(=O)[nH]c2=O)CC1	·	-14	·	·	·	·	?	102	106	·	-6
COc1ccc(Oc2nc(C(F)(F)F)nc3ccccc23)cc1	2	-13	1	0	-2	3	98	98	98	3	30
O=C(/C=C/c1ccccc1)Nc1ccc(N2CCCCC2)cc1	0	-39	-1	6	4	3	99	100	106	-4	29
O=C(O)c1ccc(N2C(=O)c3[nH]nc(-c4ccccc4)c3C2c2ccccc2)cc1 (centres undefined)	36	-27	0	0	1	2	99	103	104	6	11
Cc1cc(NC(=O)CN2CCN(C)CC2)no1	1	32	-2	0	-3	1	?	102	103	-1	17
CC(NC(=O)CCl)c1ccc(Cl)c(Cl)c1 (centres undefined)	-2	-2	-1	-5	-6	-1	105	107	104	-4	-10
N/C(=N\OC(=O)c1ccco1)c1ccccn1	0	5	0	-4	-3	-1	102	100	101	-2	9
Cn1c(=O)cc(N2CCOCC2)[nH]c1=O	2	-25	-1	1	-2	1	95	101	100	1	-16
COc1ccc(/C=N/NC(=S)Nc2cccc(C(=O)O)c2)cc1OC	-4	-18	-6	-5	-2	-2	102	104	103	-9	34
CN1CCN(C(=O)c2ccc(CSc3nc4ccncc4n3Cc3ccc(F)cc3)cc2)CC1	-4	-4	-7	-1	0	-7	97	100	98	-5	16
Cc1ccc(C=Nc2ccccc2C(N)=O)o1	-1	-60	0	3	8	0	97	94	75	-1	3
CC(=O)Nc1ccc(S(=O)(=O)NCC2CCC(C(=O)NC(C)c3ccc4c(c3)OCCO4)CC2)cc1 (centres undefined)	-4	-30	2	-4	4	5	91	97	100	0	22
COC(=O)c1c(-c2c(Cl)cccc2Cl)noc1C(=O)NNC(=O)N(C)C	·	-31	·	·	·	·	?	106	103	·	-10
CCOC(=O)Cn1c(-c2cccnc2Cl)nc2cc(Cl)c(Cl)cc21	-3	-16	-6	-9	-15	0	106	106	104	-6	19
Nc1cccc(-c2nnc3n2CCCCC3)c1	2	-36	-1	-2	-1	0	106	97	100	0	20
Cc1ccc(S(=O)(=O)N/N=C/c2c(F)cccc2Cl)cc1	-4	-12	-6	-3	-6	-5	106	102	104	-7	12
NC(=O)C(F)(F)C12OC3C4C5CC(C6C5C3C61)C42 (centres undefined)	-4	4	-4	-5	-2	-2	98	102	99	-3	16
OCc1ccccc1CNCc1ccccc1	-2	-43	2	-3	-1	-2	100	97	100	-1	-5
CN(C)S(=O)(=O)c1ccc(Cl)c(NC(=O)CN2CCC(Cc3ccccc3)CC2)c1	-4	-5	-5	-2	-11	-2	102	102	101	-10	3
Fc1ccccc1NC(=S)N(CCN1CCCCCC1)Cc1cccs1	-1	-27	0	1	-1	-1	107	105	102	-7	34
CCNc1nc(Oc2ccc(C#N)cc2)cc(C(F)(F)F)n1	2	-21	0	-1	-5	-1	98	100	100	-1	4
CCOC(=O)Cn1c(CCC(=O)O)ccc1-c1ccc(F)cc1	-3	8	-7	-9	-3	-6	97	98	102	-9	15
COc1ccc(CCN2C(=O)NC(NC(C)=O)(C(F)(F)F)C2=O)cc1OC (centres undefined)	9	-11	13	14	15	8	104	104	100	9	7
O=C(c1ccc(Cl)cc1)N1CCN(c2cc(=O)[nH]nc2-c2ccccc2)CC1	-1	-11	0	-1	-1	0	103	101	101	1	5

A draw from above in order of SMILES length, highest first.
SMILES	Bim-Mcl-1	Mcl1 Bid PPI	Bcl-XL Bim block	Bcl-2 Bim block	Bfl-1 Bim block	Bcl-W Bim block	RGS7-Gao reg	RGS4-Gao reg	RGS8-Gao	Bcl-B Bim block	Mcl1-Noxa inh
Cc1ccc(C=Nc2ccccc2C(N)=O)o1	-1	-60	0	3	8	0	97	94	75	-1	3
Nc1cccc(-c2nnc3n2CCCCC3)c1	2	-36	-1	-2	-1	0	106	97	100	0	20
OCc1ccccc1CNCc1ccccc1	-2	-43	2	-3	-1	-2	100	97	100	-1	-5

Whole records as entered above.
CCOC(=O)Cn1c(-c2cccnc2Cl)nc2cc(Cl)c(Cl)cc21 is entered as Bim-Mcl-1 = -3; Mcl1 Bid PPI = -16; Bcl-XL Bim block = -6; Bcl-2 Bim block = -9; Bfl-1 Bim block = -15; Bcl-W Bim block = 0; RGS7-Gao reg = 106; RGS4-Gao reg = 106; RGS8-Gao = 104; Bcl-B Bim block = -6; Mcl1-Noxa inh = 19
COc1ccc(CCN2C(=O)NC(NC(C)=O)(C(F)(F)F)C2=O)cc1OC (centres undefined) is entered as Bim-Mcl-1 = 9; Mcl1 Bid PPI = -11; Bcl-XL Bim block = 13; Bcl-2 Bim block = 14; Bfl-1 Bim block = 15; Bcl-W Bim block = 8; RGS7-Gao reg = 104; RGS4-Gao reg = 104; RGS8-Gao = 100; Bcl-B Bim block = 9; Mcl1-Noxa inh = 7

Continuation.
SMILES	Bim-Mcl-1	Mcl1 Bid PPI	Bcl-XL Bim block	Bcl-2 Bim block	Bfl-1 Bim block	Bcl-W Bim block	RGS7-Gao reg	RGS4-Gao reg	RGS8-Gao	Bcl-B Bim block	Mcl1-Noxa inh
COc1ccc(-c2csc(N)n2)cc1	0	-1	0	1	-2	-1	98	96	92	-7	32
Brc1ccc(-c2csc(N/N=C/c3ccc4c(c3)OCO4)n2)cc1	-4	-7	-8	-9	-13	-4	99	98	98	-7	14
S=C1NC2=C(CCCC2=C2SCCS2)C(c2ccccc2)N1 (centres undefined)	2	-26	1	2	0	1	?	101	102	-1	21
COCCNC(=O)C(c1ccc(C)o1)N(Cc1ccc(OC)cc1)C(=O)Cn1nnc2ccccc21 (centres undefined)	-1	-18	-7	-12	-22	-3	98	99	100	-7	4
Cc1ccc(-n2ncc3c(Nc4cccc(C(=O)O)c4)ncnc32)cc1	2	10	-1	-11	-14	2	97	100	102	-1	1
CCSc1nnc(NC(=O)CCc2ccc(OC)cc2)s1	-7	-28	-6	-6	-4	-3	91	92	96	-9	-24
CCOc1ccc(-c2nnn(CC(=O)NCc3ccc(OC)cc3)n2)cc1OCC	-1	4	-29	-9	-13	-3	86	86	88	-6	-14
COc1ccc(-c2nn(C)c(=O)c3ccccc23)cc1NC(=O)Cn1nc(C)c2ccccc2c1=O	4	11	-2	-2	-9	0	103	100	102	-1	-120
CCOC(=O)c1cc(-c2ccc(F)cc2)n(CC(=O)NCc2cccnc2)c1C	-1	-26	-1	-1	-5	0	105	102	104	0	-3
O=C(Cn1c(C(F)(F)F)nc2ccccc21)c1ccc(F)cc1	2	101*	2	-5	-12	2	94	98	100	-2	14
